# KDM5B inh: KDM5B demethylase inhibition | hit rate 2.6% among 220,000 | Potency, µM (highest dose often 57.7 µM), inactives show top-dose activity change, negative = inhibition, hits mostly inhibitors | Q9UGL1 | AID 1347165 | KDM5B demethylase, FDH-coupled NADH fluorescence (FDH is formaldehyde dehydrogenase); active = well fitted inhibition curve with a large enough effect; inconclusive = small, poorly fitted or top-dose-only effect; inactive = no such curve, though single readings can be large or run the other way; note: 0% is about no effect; nearly all actives have a fitted effect of over 70% in size
#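 KDM5BΔAP (200 nM final) in 50 mM HEPES pH 7.5, 0.01% Tween-20 was preincubated 10 min at RT with compound over a concentration range. Substrate mix (H3K4me3 12.5 µM, α-KG 25 µM, Fe²⁺, ascorbate, NAD⁺, FDH) was added, and NADH fluorescence change over 30 min gave dose-response curves.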
# Starred values were filed as active, the others as inactive; ? = inconclusive; [ ] = remark or other dose. Potency is the fitted concentration of half-maximal effect.
SMILES	KDM5B inh
O=C([C@H]1CN2CCC1C[C@@H]2Cn1cc(CSc2ccccc2)nn1)N1CCOCC1 (some centres not stated)	-9%[86.2 µM]
C=C[C@H]1CN2CC[C@H]1C[C@@H]2CNC(=O)c1ccccc1C(=O)O	-31%[86.2 µM]
Cc1cccc(/C=C/c2nc3ccccc3c(=O)n2-c2cccc(O)c2)c1	135%[activator]
CCN1C(=O)CCNCC12CCOCC2	?
O=C(Nc1ccc2n(c1=O)C[C@H]1C[C@@H]2CN(CC2CCCCC2)C1)C1CCCCC1	?
COc1cc2c(cc1OCc1ccccc1)N([S+](=O)([O-])c1ccccc1C(F)(F)F)CC21CCN(C)CC1	-21%
CC(=O)Cc1ccc(OC(C)C)cc1	-4%
C#C[C@H]1CN2CC[C@H]1C[C@@H]2CNCc1ccc(N(C)C)cc1	-20%[86.2 µM]

# (cont.)
SMILES	KDM5B inh
COCC1CN(C)CC12CCN(Cc1cccnc1)CC2 (configuration not stated)	?
O=C1NCCCCCCN(Cc2ccccn2)[C@H]2CCC[C@@H]12	?
O=C1NC2(CN(CC3CC3)C2)Oc2ccccc21	-14%[86.2 µM]
CN1c2ncccc2CN(Cc2ccccn2)CC[C@H]1CO	32µM*
COc1cc2c(cc1OCc1ccccc1)N(C(=O)COc1ccccc1)CC21CCN(C)CC1	-9%
O=C1Nc2ccccc2CC12CN(CC1CC1)C2	5%[230 µM]
CC(=O)OC1(c2ccccc2)CCN(C)CC1(C)C (configuration not stated)	3%
O=C(Nc1ccc2n(c1=O)C[C@H]1C[C@@H]2CN(C(=O)c2ccccn2)C1)C1CCCCC1	-25%[86.2 µM]

# In a second layout: 4 of the compounds above
O=C1Nc2ccccc2CC12CN(CC1CC1)C2
- KDM5B inh = 5%[230 µM]
O=C(Nc1ccc2n(c1=O)C[C@H]1C[C@@H]2CN(C(=O)c2ccccn2)C1)C1CCCCC1
- KDM5B inh = -25%[86.2 µM]
CC(=O)OC1(c2ccccc2)CCN(C)CC1(C)C (configuration not stated)
- KDM5B inh = 3%
COc1cc2c(cc1OCc1ccccc1)N(C(=O)COc1ccccc1)CC21CCN(C)CC1
- KDM5B inh = -9%

# (more compounds)
SMILES	KDM5B inh
Cn1nc(-c2cccs2)cc1[C@H]1CN2CC[C@H]1C[C@@H]2CNS(=O)(=O)c1ccccc1	9%
Cc1ccc(OCC(=O)N2CCN(CCc3ccncc3)CC2)cc1C	-21%
COc1ccc(-c2cc([C@H]3CN4CC[C@H]3C[C@@H]4COC(=O)NC(C)C)nc(C)n2)cc1	28µM*
CC(Nc1ccc([N+](=O)[O-])c2cnccc12)c1ccc(F)cc1 (configuration not stated)	?
C#C[C@H]1CN2CC[C@H]1C[C@@H]2CNCc1ccc(OC)cc1	17%[115 µM]
CN1CCC(NC2CCOCC2)CC1	-7%
CCOc1ccc2nc(NC(=O)c3cccn(Cc4ccc(C)cc4)c3=O)sc2c1	-17%
COc1cc2c(c(OC)c1OC)CC(N)CCC2 (configuration not stated)	3%

# (list continues)
SMILES	KDM5B inh
Cc1ccc(C(=O)NC[C@H]2C[C@@H]3CCN2C[C@@H]3c2cc(-c3ccc(F)cc3)nn2C)cc1	-19%[86.2 µM]
COc1cc2c(cc1Oc1cccc(N(C)C)c1)NC(=O)C21CCN(C(=O)CN2CCOCC2)CC1	-13%
N#CC1(c2ccccc2)CCN(C(=O)c2ccc3nccn3c2)CC1	5%
CC12CN3CCN(CC(C3)/C1=N/NC(N)=O)C2	1%
O=C1NC[C@H]2CN(C3CCC3)CCN12	-3%[149 µM]
Cc1cccc(-n2nnnc2C2(NC(C)C)CCCCC2)c1	-19%
C#C[C@H]1CN2CC[C@H]1C[C@@H]2CNS(=O)(=O)c1ccc(Cl)cc1	7%[86.2 µM]
O=C(Nc1nccs1)[C@H]1CN2CC[C@H]1C[C@@H]2Cn1cc(C2(O)CCCCC2)nn1	-20%[86.2 µM]

# Following part
SMILES	KDM5B inh
COc1ccc(C(=O)N2[C@H]3CC[C@@H]2c2cnc(C)nc2C3)cn1	-24%
C#C[C@H]1CN2CC[C@H]1C[C@@H]2CNC(=O)c1ccc(N(C)C)cc1	-8%[86.2 µM]
Cc1cccc(N2C(=O)NC(=O)/C(=C\C=C\c3ccco3)C2=O)c1	?
C=C[C@H]1CN2CC[C@H]1C[C@@H]2CNS(C)(=O)=O	45%[activator][115 µM]
CCN1CCN(C(=O)Cc2c[nH]c3ccccc23)CC1	-15%
O=C(c1ccc(Cl)cc1)C1CCCN(Cc2cccc3ncccc23)C1 (configuration not stated)	?
CCOC(=O)C1=C(N)OC(C)=C(C(=O)OCc2ccccc2)C12C(=O)Nc1ccccc12 (configuration not stated)	-11%
COCCN1C(=O)CS(=O)(=O)C12CCNCC2	25%

# The list continues:
SMILES	KDM5B inh
N#CCCNC(=O)CCl	-13%
O=[N+]([O-])c1ccc(NCCNS(=O)(=O)c2ccccc2)c2ncccc12	-13%
COC(=O)CC1(CC(=O)OC)C(=O)N(c2ccccc2)C(=O)N(c2ccccc2)C1=O	-29%
C[N+](C)(C)CC1CCC1	-5%
CN1CCCCC12Cc1ccccc1CN(C(=O)Cc1ccccc1)C2 (configuration not stated)	16%[149 µM]
C=CCOc1ccc(CNCCc2c[nH]c3ccccc23)cc1	-4%
C#C[C@H]1CN2CC[C@H]1C[C@@H]2CNC(=O)CC(C)(C)CC(=O)O	-2%[86.2 µM]
Cc1[nH]nc2c1C(c1ccc(-c3ccc(Cl)cc3)o1)SCC(=O)N2 (configuration not stated)	?

# (next part)
SMILES	KDM5B inh
CCC(CC)c1cc([C@H]2CN3CC[C@H]2C[C@@H]3CNC(=O)C(C)(C)C)nc(-c2ccncc2)n1	1%
O=C(Cn1cc(C(=O)c2ccccc2)c2ccccc21)Nc1ccc(Br)cc1	8%
COc1cccc(CN2CCN3C(=O)N(C)C[C@H]3C2)n1	-23%[115 µM]
O=C(c1ccc2c(c1)OC(F)(F)O2)N1CCC(C(=O)O)(c2ccccc2)CC1	-2%[115 µM]
Cc1cc(C)n(CCC(=O)N2[C@H]3CC[C@@H]2c2cnc(-c4ccccc4)nc2C3)n1	6%
CCOC(=O)c1c(C=O)c2ccccc2n1Cc1ccccc1	-7%
O=C(c1cn(Cc2ccccc2)c2ccccc12)N1CCC1	15%
C=CCOC(=O)C1=C(C)OC(N)=C(C(=O)OCC)C12C(=O)Nc1ccccc12 (configuration not stated)	15%

# (more compounds)
SMILES	KDM5B inh
CC(=O)c1cccc(NC(=O)OC[C@H]2C[C@@H]3CCN2C[C@@H]3c2cc(C3CCCC3)nc(-c3ccncc3)n2)c1	-19%
O=C(CSC1c2ccccc2Oc2ccccc21)Nc1ccccc1C(=O)O	-13%
Cc1cccc(CC(=O)N2[C@H]3CC[C@@H]2c2cnc(-c4ccccc4)nc2C3)c1	-15%
O=c1c(C2CCCCC2)ccc2n1C[C@H]1C[C@@H]2CN(S(=O)(=O)c2ccccc2)C1	32µM*
COc1ccccc1-c1cc([C@H]2CN3CC[C@H]2C[C@@H]3CNS(=O)(=O)c2cccs2)n(C)n1	40%
Cc1ccc(C)c(NC(=O)CN2C(=O)CN=C(c3ccc(F)cc3)c3c2sc(C)c3C)c1	8%
O=C1NCc2ccccc2CC12CCN(Cc1ccc(Br)cn1)C2 (configuration not stated)	20%[115 µM]
CSc1cccc(NC(=O)NC[C@H]2C[C@@H]3CCN2C[C@@H]3CN2CCSCC2)c1	-4%[86.2 µM]

# (cont.)
SMILES	KDM5B inh
O=C1CO[C@H]2CN(CC3CC3)C[C@H]2N1Cc1ccccn1	-24%[115 µM]
CNC(=O)NC(=O)CN1CCN(C(=O)Cc2cccc(OC)c2)CC1	7%
CC(C)NC(=O)NC[C@H]1C[C@@H]2CCN1C[C@@H]2CN(C)c1ccccc1	24%[86.2 µM]
CN1CCC2(CC1)NC(=O)c1ccccc1N2	?
COc1cc2c(cc1Oc1cccc(N(C)C)c1)NC(=O)C21CCN(C(=O)c2cccnc2)CC1	15%
COCCN1CCC(N2CCN(C(=O)Cc3cccc(F)c3)CC2)C1=O (configuration not stated)	14%
C#C[C@H]1CN2CC[C@H]1C[C@@H]2CNCc1cccc(Cl)c1	-23%[115 µM]
O=S(=O)(NC[C@H]1C[C@@H]2CCN1C[C@@H]2CN1CCc2ccccc21)c1ccc(Cl)cc1	3%

# (cont.)
SMILES	KDM5B inh
O=C1CC(C(=O)O)CN1 (configuration not stated)	23%
O=C1CO[C@H]2CN(Cc3ccccc3)C[C@H]2N1Cc1cccnc1	9%[86.2 µM]
Cc1cccc(CC(=O)N2[C@H]3CC[C@@H]2c2cnc(C)nc2C3)c1	-10%
Cc1c(Cl)cccc1NC(=O)CN1C(=O)C(C)N=C(c2ccccc2)c2ccccc21 (configuration not stated)	-1%
O=C(COc1ccccc1)N1[C@H]2CC[C@@H]1c1cnc(-c3ccccc3)nc1C2	15%
O=C(Nc1nccs1)[C@H]1CN2CCC1C[C@@H]2Cn1cc(CCO)nn1 (some centres not stated)	-2%[86.2 µM]
COc1ccc(CCNCc2cccc(F)c2)cc1	?
CC(C)(C)C(=O)NC(Sc1nccc(SC(NC(=O)C(C)(C)C)C(Cl)(Cl)Cl)n1)=C(Cl)Cl (configuration not stated)	-30%

# Continued.
SMILES	KDM5B inh
O=C1Nc2ccccc2CC12CCN2Cc1cccnc1 (configuration not stated)	8%
COc1cc2c(cc1OCC1CC1)NC(=O)C21CCN(Cc2ccccc2O)CC1	-26%[86.2 µM]
C=C[C@H]1CN2CC[C@H]1C[C@@H]2CNC(=O)c1ccc(-c2ccccc2)cc1	-25%[86.2 µM]
CCCc1c(C)nc(-c2ccc(C)cc2)nc1OC(=O)N(C)C	19%
COCCNC(=O)[C@H]1CN2CCC1C[C@@H]2Cn1cc(-c2ccc(OC)cc2)nn1 (some centres not stated)	-20%[86.2 µM]
Cc1cccc2[nH]cc(CCN)c12	0%
COc1ccc(-c2cc3c(cn2)CN(C)CCN3)cc1OC	35µM*
COCc1cn(C[C@H]2CC3CCN2C[C@@H]3C(=O)NC2CCCCC2)nn1 (some centres not stated)	-1%[86.2 µM]

# Further compounds.
SMILES	KDM5B inh
O=C(O)CSCC(=O)N1C[C@@H]2C[C@H](C1)c1ccc(-c3cccc(C(F)(F)F)c3)c(=O)n1C2	32µM*
COc1cccc(/C=C/c2nc3ccccc3c(=O)n2-c2ccc(Cl)cc2)c1OC	-20%
CN(Cc1ccccc1)C[C@H]1CN2CC[C@H]1C[C@@H]2CNC(=S)Nc1ccc(N(C)C)cc1	-3%
Cc1cccc(NC(=O)N2[C@H]3CC[C@@H]2c2cnc(C)nc2C3)c1	22%
O=c1ccc(-c2ccccc2)c2n1C[C@H]1C[C@@H]2CN(Cc2ccc(CO)o2)C1	-1%[86.2 µM]
CCOc1cc2c(cc1OCC)-n1cccc1C(c1ccc(OC)c(O)c1)NC2 (configuration not stated)	?
COc1cc2c(cc1OCc1ccccc1)NC(=O)C21CCN(Cc2ccncc2)CC1	-23%[86.2 µM]
OCC1CN(C2CCC2)CC12CCN(Cc1cccnc1)CC2 (configuration not stated)	?

# Later entries.
SMILES	KDM5B inh
CC1OC(OC2CCC3(C=O)[C@H]4CCC5(C)C(C6=CC(=O)OC6)CCC5(O)[C@@H]4CCC3(O)C2)CC2OC(C)(C)OC12 (some centres not stated)	2%
CC(=O)Nc1ccc(C(c2c(O)c3ccccc3oc2=O)c2c(C)n(C)n(-c3ccccc3)c2=O)cc1 (configuration not stated)	23%
Cc1ccc(S(=O)(=O)N(C)c2ccc(C(=O)NCC3(N(C)C)CCCCC3)cc2)cc1	11%
COc1cc2c(cc1OCc1ccccc1)NC(=O)C21CCN(c2cnccn2)CC1	32µM*
c1cncc(C2=NOC3(CCCN(CC4CCCC4)C3)C2)c1 (configuration not stated)	4%[149 µM]
Cc1cccc(OCC(=O)N2[C@H]3CC[C@@H]2c2cnc(-c4ccccc4)nc2C3)c1	-17%
FC(F)(F)CN1C2CCC1CN(c1nnc(Cl)c3ccccc13)C2	20%[115 µM]
COc1cc2c(cc1OC1CCCC1)NC(=O)C21CCN(C(=O)c2ccnn2C)CC1	2%[86.2 µM]

# Following part:
SMILES	KDM5B inh
CC1=NOC2(CCCN(CC3CCCCC3)C2)C1 (configuration not stated)	12%[149 µM]
N#Cc1cccc(-c2ccc(=O)n3c2[C@@H]2C[C@@H](CN(C(=O)NC4CCCCC4)C2)C3)c1	?
COc1ccc2c(c1)C1(CCNC1)C(=O)N2 (configuration not stated)	-18%
Cc1cccc(-n2c(/C=C/c3c[nH]c4ccccc34)nc3ccccc3c2=O)c1	?
O=C1CC(c2ccc(C(F)(F)F)cc2)c2c(c3ccccc3oc2=O)O1 (configuration not stated)	?
CC[C@H]1CN2CC[C@H]1C[C@@H]2CNC(=O)N1CCOCC1	34%[115 µM]
COCC(=O)NC[C@H]1C[C@@H]2CCN1C[C@@H]2CN1CCc2ccccc2C1	-15%[86.2 µM]
O=C(O)CCCCNCc1ccc(C(=O)O)cc1	4%

# Next part.
SMILES	KDM5B inh
COc1cc2c(cc1OCC1CC1)NC(=O)C21CCN(C(=O)c2ccccc2)CC1	-14%[86.2 µM]
Cc1ncc2c(n1)C[C@@H]1CC[C@H]2N1C(=O)c1ccc(C(C)C)cc1	-28%
C=C[C@H]1CN2CC[C@H]1C[C@@H]2CNS(=O)(=O)c1cccc2cccnc12	20%[86.2 µM]
CCNC(=O)NC[C@H]1C[C@@H]2CCN1C[C@@H]2c1cc(-c2ccc(OC)c(OC)c2)nc(C)n1	18µM*

# Source: PubChem BioAssay (National Center for Advancing Translational Sciences (NCATS))

# A portion of the library, so the mix of outcomes need not match the whole.
